LMPTP inh – LMPTP (human) inhibition | 0.22% of 360,000 active | inhibition, % at 20 µM | recombinant LMPTP-A, OMFP fluorogenic substrate, fluorescence intensity | AID 651560;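 active = compounds that cut the enzyme signal by at least half of the control window in the single-dose screen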;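 note: plate controls were DMSO wells with enzyme plus substrate for no effect and substrate without enzyme for full effect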
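Assay system: LMPTP-A enzyme. Input: 0.625 nM LMPTP-A final. Probe or stimulus: 400 µM OMFP. Compound dosing: single 20 µM dose. Schedule: 50 min dark incubation at room temperature. Detection: fluorescence intensity of OMFP turnover product. Read-out: percent inhibition versus substrate-only and uninhibited controls. Benchmarks: no-enzyme low control, uninhibited high control.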
PABP1 MLLE inh – blocks PAM2 peptide binding to the PABP1 MLLE domain; GST-MLLE / FITC-PAM2 fluorescence polarization; 0.36% of 360,000 active; P11940; inhibition, % at 20 µM; AID 588489; in the data active = inhibition above about 35%, passing the limit was not always enough;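 note: plate controls were DMSO wells with GST-MLLE for no effect and wells lacking GST-MLLE protein for full effect; some results filed as inactive read as strong as hits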
Target sequence (P11940 whole entry, looked up, the tested form may be a part): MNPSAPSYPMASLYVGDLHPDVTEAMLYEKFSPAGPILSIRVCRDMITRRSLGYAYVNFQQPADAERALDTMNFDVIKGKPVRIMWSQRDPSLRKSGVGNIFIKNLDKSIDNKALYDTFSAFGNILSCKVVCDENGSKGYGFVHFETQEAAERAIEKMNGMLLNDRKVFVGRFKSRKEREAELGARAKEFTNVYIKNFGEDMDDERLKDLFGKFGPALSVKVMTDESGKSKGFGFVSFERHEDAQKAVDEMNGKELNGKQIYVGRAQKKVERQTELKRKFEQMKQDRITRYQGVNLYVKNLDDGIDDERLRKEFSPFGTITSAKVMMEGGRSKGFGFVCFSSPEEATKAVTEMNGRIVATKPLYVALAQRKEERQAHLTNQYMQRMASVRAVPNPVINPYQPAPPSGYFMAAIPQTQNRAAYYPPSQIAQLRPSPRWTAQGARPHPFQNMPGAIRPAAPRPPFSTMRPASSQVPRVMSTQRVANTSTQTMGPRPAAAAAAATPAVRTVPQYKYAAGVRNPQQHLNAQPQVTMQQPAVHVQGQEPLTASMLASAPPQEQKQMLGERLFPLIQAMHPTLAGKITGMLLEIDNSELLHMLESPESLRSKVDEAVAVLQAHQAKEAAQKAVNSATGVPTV
Rpn11 inh – inhibitors of human proteasome Rpn11. human 26S proteasome, Ub4-pepOG fluorescence polarization; 20S core pre-blocked with epoxomicin. O00487. 0.59% of 360,000 active. AID 588493. calls only at 20 µM;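 active = inhibition at 20 µM, scaled to each plate's controls, above about 33%, limit read from the data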
Target sequence (O00487 whole entry, looked up): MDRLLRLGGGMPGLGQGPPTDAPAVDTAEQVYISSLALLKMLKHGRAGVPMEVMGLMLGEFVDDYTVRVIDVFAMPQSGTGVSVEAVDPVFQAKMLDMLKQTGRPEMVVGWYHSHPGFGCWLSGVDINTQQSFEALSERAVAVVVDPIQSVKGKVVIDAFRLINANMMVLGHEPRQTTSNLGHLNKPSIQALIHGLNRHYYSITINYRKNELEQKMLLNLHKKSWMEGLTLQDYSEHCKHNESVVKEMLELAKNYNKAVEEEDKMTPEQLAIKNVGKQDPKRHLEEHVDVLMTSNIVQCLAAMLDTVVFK
DNMT1 block – DNMT1 (human) enzyme inhibition; P26358; DNMT1 molecular beacon, Hinp1I cleavage, fluorescence; inhibition (reported as % activation of signal), % at 10 µM; 0.83% of 360,000 active; AID 588458; in the data active = inhibition above about 50%
Tb MetRS inh – blocks T. brucei methionyl-tRNA synthetase activity. AID 624268. inhibition, % at 11.9 µM. purified T. brucei MetRS, ATP depletion, Kinase-Glo luminescence. 0.4% of 360,000 active;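 active = inhibition above a per-plate cutoff of the control wells' mean inhibition plus 3 SD, cut at about 5.5% in these data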;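 note: 0% = DMSO wells median and 100% = median of wells with control inhibitor compound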
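technique = Kinase-Glo luminescence, ATP depletion format | system = purified MetRS (methionyl-tRNA synthetase) enzyme from Trypanosoma brucei | timing = 15 min preincubation, 2 h reaction, all 25 °C | evaluation = percent inhibition versus plate control medians | dosing = single dose, 11.9 µM final nominal, 0.9% final DMSO | also added = substrates ATP, L-methionine and bulk Escherichia coli tRNA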
Scp-1 inhibitor – inhibitors of human Scp-1 phosphatase; Q9GZU7; Recombinant Scp1, phosphopeptide, malachite green phosphate absorbance; inhibition, % at 20 µM; 0.88% of 340,000 active;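 active = inhibition above about 50% at 20 µM, limit read from the data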;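 note: plate controls were DMSO wells with enzyme for no effect and wells lacking enzyme for full effect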
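System: truncated SCP-1 phosphatase (76-261aa); medium: Tris acetate buffer pH 5.5 with MgCl2 and Tween-20; incubation: 45 min room-temperature reaction, 5 min colour, 30 min stabiliser; compound: single 20 µM dose, 1% DMSO; reagent: Phosphorylated 17-residue peptide substrate; read-out: % inhibition at 20 µM; technique: colorimetric free-phosphate detection, absorbance 630 nm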
NadD inh – inhibitors of Staphylococcus aureus NadD. purified NadD enzyme, colorimetric absorbance read-out. inhibition, % at 20 µM. 0.78% of 360,000 active; in the data active = inhibition above about 26%; note: some compounds past the cut are filed as inactive
STEP block – inhibitors of human striatal-enriched phosphatase STEP; inhibition, % at 20 µM; 0.25% of 360,000 active; AID 588621; recombinant STEP, OMFP fluorogenic substrate, fluorescence;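 active = inhibition at 20 µM, scaled per plate between control wells, above about 37%, limit read from the data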;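 note: 0% = DMSO with enzyme and substrate and 100% = substrate only without enzyme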
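material = STEP tyrosine phosphatase | reagent = fluorogenic phosphatase substrate OMFP at 25 µM final | doses = single compound dose of 20 µM, 1% DMSO final | schedule = 20 min reaction, room temperature, in the dark | measured by = fluorescence, 480/540 nm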
SUMO1-SIM PPI – modulators of human SUMO1-mediated protein-protein interactions; P63165; SUMO1 binding to a labelled peptide, TR-FRET, 1 h; inhibition, % at 20 µM; 0.33% of 360,000 active; in the data active = inhibition above about 37%
Target sequence (P63165 whole entry, looked up): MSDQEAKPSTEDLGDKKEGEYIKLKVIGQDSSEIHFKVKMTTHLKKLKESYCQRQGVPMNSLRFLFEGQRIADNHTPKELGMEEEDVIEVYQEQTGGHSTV
CSN deneddyl inh – inhibitors of human CSN-mediated cullin deneddylation; Purified CSN, SCF-Nedd8-OG deneddylation, fluorescence polarization; inhibition, % at 12.5 µM; 0.38% of 360,000 active; AID 651999;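 active = pattern-corrected inhibition above about 35%, with an unprinted fluorescence ratio check between 0.5 and 1.5, limit read from the data, passing the limit was not always enough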;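 note: 0% = enzyme with substrate and 100% = substrate without enzyme; some results filed as inactive read as strong as hits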
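Schedule: reaction 90 min, room temperature / Assay system: HEK293T-derived human Csn5 enzyme / Input: Csn5 at 0.24 nM final / Measure: inhibition of Csn5 cleavage, % / Control set: substrate-only high control, full reaction low control / Technique: fluorescence polarization of the substrate / Buffer or medium: Tris/NaCl/DTT buffer, pH 7.5 / Reagent: SCFSkp2-Nedd8OG substrate at 10 nM final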
Starred values were filed as active, the others as inactive; i = inactive; . = no result given. Random draw from the library. About 3.6% of those tested had a hit in this group.

Screens in order: Tb MetRS inh	DNMT1 block	SUMO1-SIM PPI	Scp-1 inhibitor	LMPTP inh	Rpn11 inh	STEP block	NadD inh	CSN deneddyl inh	PABP1 MLLE inh
> Cc1ccc(Nc2nc(N)nc(CN3CCN(Cc4ccc5c(c4)OCO5)CC3)n2)c(C)c1
→ -0.3	-4	0	-11	-1.4	i	1	-6	4	6
> Cc1ccc(Nc2ccc(S(=O)(=O)N3CCOCC3)cc2[N+](=O)[O-])cc1C
→ -0.1	2	-24	-5	3.7	i	2	-1	-5	3
> O=C(COC(=O)CCC(=O)c1cccs1)NCc1ccccc1
→ -0.1	-5	7	-8	0.5	i	1	1	31	-15
> C[C@H](NC(=O)c1ccccc1)C(=O)N1CCN(c2ccccc2)CC1
→ -0.4	-1	3	-10	-1.6	i	-2	1	-2	3
> CC(C)(C)n1nnnc1C1c2ccccc2C(=O)N1CCc1c[nH]c2ccccc12 (stereo not drawn)
→ 0.1	.	-2	.	1.5	.	.	3	-4	.
> CCCNC(=O)c1cc(C2CCCCN2S(=O)(=O)c2cccc3cccnc23)on1 (stereo not drawn)
→ 0.2	5	1	.	-1.0	i	-3	-2	5	1
> CN1CCN(S(=O)(=O)c2ccc(N3CCN(c4ccc(O)cc4)CC3)c([N+](=O)[O-])c2)CC1
→ -0.4	-7	-23	0	2.9	i	-1	2	0	17
> Oc1ccc(Nc2nnc(-c3ccc(O)cc3)c3ccccc23)cc1
→ -0.9	-5	0	1	1.4	i	3	1	1	1
> COc1ccc(N2CCN(C(=O)CN(CCc3ccccc3)S(C)(=O)=O)CC2)cc1
→ -0.2	-1	0	-2	-0.5	i	1	-1	3	12
> Cc1cc(C)nc(NC(=O)/C=C/c2ccccc2Cl)n1
→ -0.5	1	-10	-1	-0.1	i	0	-7	0	-5
> COc1ccnc(Oc2ccc(F)cc2)c1C(=O)N/C=N/OCc1ccc(F)cc1
→ -0.2	-1	4	-6	-0.6	i	-2	-1	0	-13
> COc1cccc(CNC(=O)CCC2CCCN(C(=O)c3cscn3)C2)c1 (stereo not drawn)
→ -0.9	1	-6	-5	-0.5	i	-2	-3	0	-1
> C[C@H](N)c1nnc(SCc2c(Cl)cccc2Cl)o1
→ -0.2	2	1	-4	-0.4	i	0	3	-2	-75
> CC(=O)c1cccc(NC(=O)c2cc(=O)[nH]c3ccccc23)c1
→ -0.2	-6	0	-9	2.0	i	1	1	-3	-9
> c1ccc(OC2CCCCC2N2CCOCC2)cc1 (stereo not drawn)
→ 0.1	2	4	.	1.3	i	1	0	-6	-2
> COc1cccc2c1C(=O)c1c(O)c3c(c(O)c1C2=O)CC(O)(C(C)=O)CC3OC1CC(O)C(O)C(C)O1 (stereo not drawn)
→ -0.5	46	-24	-3	5.8	i	-30	-10	-73	i
> O=C(CSc1nnc(-c2ccccc2Br)o1)N1CCc2ccccc2C1
→ 0.3	-7	2	-12	1.5	i	1	-2	0	-31
> O=C(O)CCCn1cc(NC(=O)c2ccco2)cn1
→ 0.3	0	-2	-1	0.3	i	0	2	-10	-10
> Cc1cccc(C)c1NC(=O)COC(=O)[C@@H]1CCCN1C(=O)c1cccs1
→ -0.2	4	-3	-12	-0.8	i	-2	-2	0	9
> Cc1ccc(NC(=O)Cn2cccc2)c(Br)c1
→ 0.3	6	-1	-6	0.1	i	2	-4	3	1
> NC(=O)C1CCCN(CC(=O)Nc2cc(S(=O)(=O)N3CCOCC3)ccc2N2CCCC2)C1 (stereo not drawn)
→ -0.1	3	0	-8	-1.9	i	2	4	-8	1
> COc1ccccc1-n1c(-c2ccc(Cl)cc2)c[nH]c1=S
→ 0.7	-3	7	3	-0.1	i	4	11	1	-4
> O=C1NC[C@H](CCCCN2C[C@H](Cc3ccccc3)N(CC3CCCCC3)C(=O)C2=O)N(CC2CCCCC2)C1=O
→ -0.3	.	2	.	0.0	.	.	23	-2	.
> CCOC(=O)c1nn(-c2cc(C(=O)OC)cc(C(=O)OC)c2)cc1O
→ -0.3	1	7	-8	-0.1	i	-3	-1	2	-15
> O=C(c1ccco1)N(Cc1cccc(Cl)c1)C1CCS(=O)(=O)C1 (stereo not drawn)
→ 0.4	2	7	-1	-1.5	i	0	0	6	10
> O=C(O)c1nn(CCOc2ccc(Cl)cc2Cl)c(=O)c2ccccc12
→ 0.2	7	0	-12	0.6	i	0	-8	-2	-17
> Cc1nnc(NC(=O)C2CSC3(C)CCC(=O)N23)s1 (stereo not drawn)
→ -0.2	1	1	-2	-1.0	i	4	-1	1	10
> Nc1ncn([C@H]2C[C@H](O)[C@@H](CO)O2)c(=O)n1
→ 0.1	-2	-1	5	-1.8	i	1	0	-1	2
> CNc1nc(-c2ccc([N+](=O)[O-])cc2)cs1
→ -1.2	-2	-28	-4	-1.1	i	1	-4	-4	10
> CCNC(=S)N1CCN(CCNC2=CC(=O)CC(C)(C)C2)CC1
→ -0.2	1	6	-10	-2.0	i	1	-2	3	-95

Carrying on:
Screens in order: Tb MetRS inh	DNMT1 block	SUMO1-SIM PPI	Scp-1 inhibitor	LMPTP inh	Rpn11 inh	STEP block	NadD inh	CSN deneddyl inh	PABP1 MLLE inh
> C=CCn1c(=NC(=O)C2COc3ccccc3O2)sc2cc(S(N)(=O)=O)ccc21 (stereo not drawn)
→ -1.2	-9	0	3	-0.4	i	-2	4	-2	0
> Cn1c(=O)oc2cc(S(=O)(=O)NCCC(=O)NC3CCCC3)ccc21
→ -0.4	2	-1	-3	0.8	i	1	12	3	8
> CCOC(=O)Nc1ccc([N+](=O)[O-])cc1OC
→ -0.3	1	-13	-8	-1.0	i	0	-1	-2	-3
> COc1cc(/C=N/NC(=O)CSc2cc(C)c(Br)cc2C)ccc1O
→ -0.4	-10	-2	-2	0.9	i	3	17	0	-1
> COc1cc(/C=C2\C(=O)N(CCC#N)N=C2C)c(Br)cc1OC(C)C
→ 0.0	-8	4	3	3.2	i	2	-1	1	22
> COc1ccc(NC(=O)C2C3C=CC4(O3)C2C(=O)N(CCN2CCCCC2C)C4C(=O)NC2CCCCC2)cc1 (stereo not drawn)
→ -0.9	-1	3	-5	-1.0	i	-1	-10	0	7
> COCC(=O)Oc1c(Sc2ccccc2[N+](=O)[O-])c(C)nn1C(C)(C)C
→ -0.7	-4	-14	-7	0.2	i	4	-7	-2	19
> C=CC[C@H](CC(=O)N(CCO)Cc1ccccc1)C(=O)N[C@@H](C)COC(=O)[C@H](CC=C)CC(=O)OC(C)(C)C
→ -0.1	2	2	-2	-0.5	i	0	-7	1	5
> CN(C)CCN(C(=O)c1ccc(S(=O)(=O)N(C)c2ccccc2)cc1)c1nc2ccc(Cl)cc2s1
→ -0.2	-4	4	2	0.1	i	1	-1	-2	-3
> COc1ccc(-c2nc3ccc(C)cn3c2CC2CCCCC2)cc1OC
→ -0.1	-6	0	.	1.5	i	2	5	8	-18
> Cc1ccc2sc(N(CCCN(C)C)C(=O)c3ccc(S(=O)(=O)N(C)C4CCCCC4)cc3)nc2c1C
→ 0.1	1	-32	4	0.9	i	3	5	3	0
> C[C@H](CO)N1C[C@H](C)[C@@H](CN(C)Cc2ccc(-c3ccccc3)cc2)Oc2c(NC(=O)Cc3ccccc3)cccc2C1=O
→ 0.1	-22	-1	1	4.1	i	4	4	1	12
> COc1cccc(CN2CCC(n3nccc3NC(=O)CCCc3ccccc3)CC2)c1
→ -0.2	-4	3	-5	-0.2	i	1	-4	5	5
> CCOC(=O)N1CCN(C(=O)c2ccc(NS(C)(=O)=O)cc2)CC1
→ -1.0	8	-3	2	-2.0	i	0	-2	-3	0
> COC(=O)C1C(=O)C2=C(CC1C)NC(C)=C(C(=O)OCc1ccc(OC)cc1)C2c1ccc(C)o1 (stereo not drawn)
→ -0.6	-7	-13	-1	0.1	i	-1	-2	2	3
> O=S(=O)(Nc1ccccc1Cl)c1cc(NC(=S)NCCN2CCOCC2)ccc1Cl
→ -0.6	2	8	0	0.6	i	4	4	3	7
> COc1ccc(OCc2nnc3n2N=C(c2ccc(OC)cc2)CS3)cc1
→ 0.2	1	-1	0	0.4	i	0	1	4	-38
> COc1ccccc1CNC(=O)CCn1c(=O)oc2ccccc21
→ 0.1	0	2	-8	-1.5	i	-2	-3	0	-2
> C=CCn1c(-c2cccc(OC)c2OC)n[nH]c1=S
→ 0.6	0	1	-4	-2.0	i	4	-3	-1	-23
> COc1ccc(NC(=O)c2cc(-c3ccccc3Cl)no2)cc1
→ -0.1	-4	-2	-8	1.7	i	-6	-6	-3	-2
> CC1(C)Cc2nc3oc4c(=O)n(CC(=O)Nc5cccc(Cl)c5)cnc4c3cc2CO1
→ 2.0	4	2	-7	-2.3	i	-2	0	-4	-4
> COc1ccc(-c2csc(NC(=O)c3ccccc3C(=O)O)n2)cc1
→ -0.5	2	4	-2	-1.4	i	-2	-1	1	19
> COc1cc2ccccc2cc1C(=O)N(CCN(C)C)c1nc2c(OC)ccc(OC)c2s1
→ -0.5	-5	-2	11	2.5	i	3	4	-2	10
> Cc1ccc(F)cc1NC(=O)c1cnccn1
→ -0.4	1	1	-11	0.3	i	2	-1	-5	-4
> COc1ccc(OC)c2c1cc(C(=O)N[C@H](C(=O)N1CCC(C(=O)O)CC1)C(C)C)n2C
→ -1.1	-11	1	4	-1.3	i	-2	-3	1	4
> CCOC(=O)Cn1nc(C)cc1NC(=O)c1ccncc1
→ -0.4	-1	-3	-6	0.2	i	2	6	-3	1
> O=c1cc(C(F)(F)F)nc(-n2[nH]c3c(c2=O)CCCC3)[nH]1
→ -1.4	18	4	2	-1.5	i	-2	1	3	-10
> Cc1c(C)c2ccc(OCC(=O)N(C)C)c(C)c2oc1=O
→ 0.0	0	-3	-9	0.6	i	0	8	-1	2
> Cc1nc(C(F)(F)F)ccc1C(=O)N1CCC1(C)C(=O)NS(C)(=O)=O (stereo not drawn)
→ -0.1	8	2	.	-0.7	i	1	-5	1	0

High-throughput results deposited in PubChem by several laboratories.
